# mHTT-CaM PPI inh: disrupts binding of mutant huntingtin to calmodulin; P42858; AlphaScreen His-mHTT/GST-CaM binding, luminescence; inhibition, % at 15 µM; actives 3.6% (n = 190,000); AID 1671202;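 note: 0% = both proteins with DMSO and 100% = one protein alone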
# Pf apPOL inh: Pf-apPOL DNA polymerase inhibition | Recombinant Pf-apPOL, molecular beacon fluorescence, 1.5 h | inhibition, % at 10 µM | actives 0.25% (n = 210,000) | AID 1794808
# Numbers without * were called inactive; i = inactive; x = no result given; & = joins results of further samples. Cut-off read from the data, not from the text of the source: active = inhibition above about 50%; inactive = the rest. Hits appear at their usual frequency. Share with any hit: about 3.7%.
structure	mHTT-CaM PPI inh	Pf apPOL inh
Cc1cc(=O)c2c(=O)oc3ccccc3c2o1	-7.2	x
O=S(=O)(c1ccc(Br)s1)N1CC(c2nc(-c3cccs3)no2)C1	-1.1	2.9
CCCCOC(=O)c1ccc(NC(=O)c2ccc(N3CCCCS3(=O)=O)cc2)cc1	31.6	-1.1
Cc1ccccc1CSC1=NCCN1C(=O)c1ccc(C)c([N+](=O)[O-])c1	22.0	-1.8
COc1cc(NC(=O)NCCOc2ccccc2)cc(OC)c1OC	-18.3	-6.8
O=C(NC1CC(=O)N(C2CC2)C1)C1CC=CCC1 (configuration not stated)	-20.4	-2.9
COc1cccc(C(=O)N(CN2CCCC2=O)c2cccc(C(F)(F)F)c2)c1	-14.2	-2.8
Cc1ccc(CN2CCC(CNC(=O)C3CCCN(c4nccc(C)n4)C3)CC2)cc1 (configuration not stated)	7.0	-3.9
Cc1nc(SCc2ccc([N+](=O)[O-])cc2)nc2ccccc12	-2.2	-5.0
CCC(C)NC(=O)C1CCC(c2ccc(F)cc2)N(C(=O)c2ccccc2)C1 (configuration not stated)	-3.4	1.3
O=C(Nc1ccc(-c2cc3ccccc3oc2=O)cc1)c1cc([N+](=O)[O-])ccc1Cl	2.0	-27.4
S=C(Nc1ccccc1)N1c2ccccc2Sc2ccccc21	x	-10.2
COc1cccc(CC(=O)Nc2cccn3cnnc23)c1	0.6	-0.8
CC1=NN(c2ccc(Cl)c(C(=O)O)c2)C(=O)/C1=C/c1cccc(Br)c1	12.0	-1.8
COc1ccc(OC2OC3COC(c4ccccc4)OC3C(O)C2NC(C)=O)cc1 (configuration not stated)	5.2	-3.4
Cc1ccc(-c2nnc(N3CCC(C(=O)NCc4ccco4)CC3)o2)cc1	7.7	-2.3
Cc1ccc(/C=N\Nc2nncn2/N=C/c2ccc(C)o2)o1	i	x
O=C1NCCCCC1Nc1c([N+](=O)[O-])cc(C(F)(F)F)cc1[N+](=O)[O-] (configuration not stated)	x	1.1
COC(=O)CCc1cc2c(C)cc(=O)oc2cc1OCc1ccc(C)cc1	-1.2	-11.7
COc1cc([N+](=O)[O-])ccc1NC(=O)CC1CCCCC1	3.3	23.8
O=c1c(=Cc2ccc(Br)cc2)c2cccc3cccc1c32	4.3	-4.2
O=C(Nc1ccc([N+](=O)[O-])cc1Br)C1CC(=O)N(C2CCCCC2)C1 (configuration not stated)	1.0	1.1
O=[N+]([O-])/C=C/c1cccs1	-0.6&45.4	12.9
COc1cc(/C=C2/C=C(c3ccc(C)cc3)OC2=O)ccc1C	19.0	-2.2
COc1ccc(NC(=O)C2CC(=O)NC(=Nc3ccc(C)c(C)c3)S2)cc1 (configuration not stated)	2.3	-6.1
COc1ccc(NC(=O)c2ccc(N3C(=O)CCC3=O)cc2)c2ccccc12	5.2	-4.2
Cc1cccc(NC(NC(=O)N(C)C)C(Cl)(Cl)Cl)c1 (configuration not stated)	5.0	-2.8
CCc1cc2c(=O)c(-c3nc(C)cs3)c(C(C)C)oc2cc1OC(=O)C(C)C	-1.4	-9.1
CS(=O)(=O)NCCc1c[nH]c2ccc(Cl)cc12	-2.0	x
COc1ccc(C=C2Oc3c(ccc(OCC(N)=O)c3C)C2=O)c(OC)c1	6.1	-10.5

# Reprinted from the part before: four compounds, then new ones.
structure	mHTT-CaM PPI inh	Pf apPOL inh
Cc1cccc(NC(NC(=O)N(C)C)C(Cl)(Cl)Cl)c1 (configuration not stated)	5.0	-2.8
CCc1cc2c(=O)c(-c3nc(C)cs3)c(C(C)C)oc2cc1OC(=O)C(C)C	-1.4	-9.1
CS(=O)(=O)NCCc1c[nH]c2ccc(Cl)cc12	-2.0	x
COc1ccc(C=C2Oc3c(ccc(OCC(N)=O)c3C)C2=O)c(OC)c1	6.1	-10.5
Nc1cc(C2CCN(C(=O)c3cccc(F)c3)CC2)no1	-0.4	-1.2
O=C(NCc1cccc(F)c1)C1CCCN(C(=O)c2ccccc2F)C1 (configuration not stated)	23.1	-18.1
COc1cc(NC(=O)c2ccc(Br)o2)cc(OC)c1	-0.7	-1.4
COc1ccc(NC(=O)CCN2CCN(C/C=C/c3ccccc3)CC2)c(OC)c1	38.1	2.9
O=C(NC1CC1)C1CCN(c2ccc(Cl)cc2F)C1=O (configuration not stated)	-3.0	-4.0
Cc1scc2nc(C(=O)Nc3ccccc3)nc(N3CCCC3)c12	11.7	-3.0
Cc1cnc(N2CCN(NC(=S)Nc3cccnc3)CC2)c(Cl)c1	x	-5.6
CCOc1ccccc1C(=O)Nc1ccc2nc(N3CCN(C)CC3)cc(C)c2c1	16.0	0.5
CC(C)CN1CCn2cc(C(=O)NCc3ccccc3F)nc2C1	24.4	-7.0
O=C(CCS(=O)(=O)c1ccccc1)NCC(O)C1CCCCC1 (configuration not stated)	-16.7	-7.6
COCCNC(=O)c1ccc2ncnc(N3CCCCC3)c2c1	-6.1	-0.5
NCC(O)c1ccc(O)c(O)c1 (configuration not stated)	x	6.5
C=C(C)COc1cc2oc(C)c(-c3ccc4c(c3)OCCCO4)c(=O)c2cc1CC	-10.1	-4.8
Cc1nccn1-c1ccc(N2CCN(S(=O)(=O)Cc3ccccc3)CC2)nn1	-1.8	3.9
Cc1nc2sccn2c1C(=O)NN	x	0.2
Cc1nnc2cc(N3CCN(Cc4csc5c4CCCC5)CC3)cnn12	27.9	2.7
CCC(C)NC(=O)c1cc(S(=O)(=O)N2CC(C)CC(C)C2)ccc1F (configuration not stated)	1.0	-2.9
O=C1OC(c2ccc(Cl)cc2Cl)=N/C1=C\c1cccnc1	2.0	-5.1
C[C@@]12CCC=C[C@H]1[C@H](c1cccc([N+](=O)[O-])c1)N(Cc1ccccc1)C2=O	10.3	-3.7
CC(=O)NC(O)C(Cl)(Cl)C(Cl)c1ccccc1 (configuration not stated)	-3.0	4.5
O=[N+]([O-])c1cccc(S(=O)(=O)Nc2cccc(F)c2)c1	12.4	-5.6
COc1ccc(/C=C/C2=NC(=C\c3ccc(C)cc3)/C(=O)O2)cc1	2.0	-4.0
CCN1CCN(CCCNC(=O)c2ccc3c(c2)NC(=O)C2CCCCN32)CC1 (configuration not stated)	4.7	-1.2
CC(=O)Nc1ccc(C(N)=NO)cc1	x	-7.4
Cc1c(C(=O)N2CCN(C(=O)Cc3cccs3)CC2)[nH]c2ccccc12	15.3	-2.4
COc1ccc(Cl)cc1NC(=O)c1nn(-c2ccccc2OC)c(=O)c2ccccc12	-9.0	1.3
O=C(NCCCCNC(=O)c1cnccn1)c1cnccn1	-6.4&-3.0	-9.9
Cc1noc(NS(=O)(=O)c2ccc(N/C=C/C(=O)c3ccncc3)cc2)c1C	9.0	6.2
O=C(c1cccs1)N1CCN(Cc2nc(-c3ccco3)cs2)CC1	7.1	-2.8
CC1CC(C)CN(S(=O)(=O)c2cc(C(=O)Nc3cccc(Cl)c3)ccc2F)C1 (configuration not stated)	-4.0	1.6
CC1Cc2nc(SCC(=O)N3CCCc4ccccc43)n(C)c(=O)c2S1 (configuration not stated)	10.0	-7.9
CCSc1ccccc1C(=O)N1CCN(c2nc3ccccc3s2)CC1	12.3	-15.9
CC(C)NC(=O)c1ccc(OCC2CCCN(C(=O)c3cc(F)ccc3F)C2)cc1 (configuration not stated)	9.2	-5.1
CSc1cccc(NC(=O)C(=O)NCCc2ccccn2)c1	x	-1.0
COc1ccc(C=C2Oc3cc(OCC(=O)OC(C)(C)C)ccc3C2=O)cc1OC	-40.1	-8.4
COCC(=O)NC1CCN(Cc2ccncc2)CC1C(=O)N(C)C (configuration not stated)	-6.8	-11.2
O=C(Nc1cnc(-c2ccccc2)nc1)c1ccccc1C(F)(F)F	-7.2	-1.1
Fc1ccc(CNc2ccc(-c3nc(-c4cccc(F)c4)no3)cn2)cc1	-3.9	-0.4
Cc1ccc(-n2nc3c(c2NC(=O)c2c(F)cccc2Cl)CSC3)cc1	32.0	-77.1
O=C(CC1COc2ccccc2NC1=O)NCc1ccc2c(c1)OCO2 (configuration not stated)	-1.9	-2.8
O=S(=O)(Nc1ccc(Cl)cc1Cl)c1ccc(F)cc1	-6.5	-3.0
CCn1cnc2ccc(-c3noc(-c4ccoc4)n3)cc21	7.6	-5.3
CC(C)(C)OC(=O)NCc1cc2c(cc1/C=C/S(=O)(=O)NCc1ccc(F)cc1)OCO2	-2.9	-1.8
CCOc1cc(C2C=C(c3ccc(F)cc3)Nc3nnnn32)ccc1OC(F)F (configuration not stated)	-10.0	11.6
CS(=O)(=O)N1CCN(C(=O)C2(c3cc(-c4cccs4)on3)CC2)CC1	8.0	2.7

# Part of the list above in order of number of heavy atoms, highest first:
structure	mHTT-CaM PPI inh	Pf apPOL inh
O=C(Nc1ccc(-c2cc3ccccc3oc2=O)cc1)c1cc([N+](=O)[O-])ccc1Cl	2.0	-27.4
CCN1CCN(CCCNC(=O)c2ccc3c(c2)NC(=O)C2CCCCN32)CC1 (configuration not stated)	4.7	-1.2
Cc1nccn1-c1ccc(N2CCN(S(=O)(=O)Cc3ccccc3)CC2)nn1	-1.8	3.9
COc1ccc(NC(=O)C2CC(=O)NC(=Nc3ccc(C)c(C)c3)S2)cc1 (configuration not stated)	2.3	-6.1
COc1cc(NC(=O)NCCOc2ccccc2)cc(OC)c1OC	-18.3	-6.8
S=C(Nc1ccccc1)N1c2ccccc2Sc2ccccc21	x	-10.2
O=C(NC1CC1)C1CCN(c2ccc(Cl)cc2F)C1=O (configuration not stated)	-3.0	-4.0

# New compounds follow:
structure	mHTT-CaM PPI inh	Pf apPOL inh
Cc1cc(C(=O)Nc2ccccc2)oc(=O)c1	x	-0.9&0.1
Cc1cc(C(=O)N2CCCC(C(=O)NCc3ccccc3)C2)no1 (configuration not stated)	-0.3	-0.1
COc1ccc([N+](=O)[O-])c(OC)c1C(=O)Nc1ccccc1C(=O)NCC1CC1	x	-3.8
COc1ccc(C2CC(c3ccccc3)=NN2C(=O)c2ccc(Br)o2)cc1 (configuration not stated)	-1.0	5.5
O=C(CN1CCN(c2ccc(Cl)cc2)C1=O)NCCOc1ccc(F)cc1	-14.5	-14.0
COc1ccc(NC(=O)c2ccc(N(C)C)cc2)cc1	5.3	-6.9
O=c1c(Cl)c(N2CCCCCC2)cnn1-c1ccccc1	2.1	-21.4
CCN1CCN(C2CC(=O)N(c3cccc(Cl)c3)C2=O)CC1 (configuration not stated)	3.4	-5.4
Cc1cccc(OCC(O)CN2C(C)(C)CC(O)CC2(C)C)c1C (configuration not stated)	-4.3	-10.3
Cc1cccc(C(=O)N2CCc3c(c(C(=O)NCc4ccc(Cl)cc4)nn3C)C2)c1	91.2*	23.2
COc1ccc(Cl)cc1NC(=O)N1CC2CC1C(=O)O2 (configuration not stated)	-18.0	-2.1
O=C(NCCO)NCC12CC3CC(CC(C3)C1)C2	-0.4	-6.5
COc1ccc(Oc2ccc(-c3ccn[nH]3)cc2)cc1	x	-3.0
CCOc1ccccc1NC(=O)CSc1ncc(-c2cccc(Br)c2)o1	-17.8	-0.1
CN1c2cc(F)ccc2C(=O)NC12CCN(C(=O)c1ccc(F)c(F)c1)CC2	-15.3	0.1
COc1ccc(CCNC(=O)C2CC2)cc1OC	-5.7	2.6
COc1ccc(S(=O)(=O)N2CCC(CN3CCC(C)CC3)CC2)cc1Cl	-9.1	-1.7
CC1(C)CC(=O)C=C(Nc2ccc3c(c2)Cc2ccccc2-3)C1	-2.0	-8.3
C#CC(CO)NCc1ccccc1 (configuration not stated)	-7.2	1.2
O=C(NCc1cccc(Br)c1)C1CCN(C(=O)c2cc3ccsc3[nH]2)CC1	6.2	-1.3
COC(=O)c1ccc(NC(=O)C(=O)NCCc2ccc(N3CCCC3)cc2)cc1	-8.7	-7.1
CC(C)CNC(=O)c1nn2c(C(F)(F)F)cc(-c3cccs3)nc2c1Cl	2.0	2.5
Cc1cccc(-c2noc(C3CCCN3C(=O)c3cc(F)ccc3Cl)n2)c1 (configuration not stated)	-3.6	-1.4
Cc1c(Nc2nc3nonc3nc2Nc2cccc(Cl)c2)c(=O)n(-c2ccccc2)n1C	4.0	-10.9

# High-throughput results as filed in PubChem.
